RPL19A TOR yeast: modulators of TOR pathway RPL19A-GFP in S. cerevisiae | 330,000 compounds, 0.3% hits | S. cerevisiae RPL19A-GFP strain, flow cytometry, 3 h; stronger effect = lower value | percent response vs DMSO, % at 10 µM | AID 2025;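 active = percent response vs DMSO below 50%; inconclusive = fewer than 70 events counted for the yeast strain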;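 also: median channel GFP fluorescence of the barcoded RPL19A-GFP strain; ratio of sample median GFP to plate DMSO average so 100% = DMSO; lower means less RPL19A-GFP as with rapamycin TOR inhibition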
AGP1 TOR yeast: yeast TOR pathway AGP1-GFP modulation; GFP response vs DMSO, % at 10 µM; 320,000 compounds, 0.02% hits; S. cerevisiae AGP1-GFP multiplex flow cytometry, 3 h; GFP as percent of DMSO wells;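 active = GFP response relative to DMSO above a set limit, near screen average plus 3 SD, cut at about 150% in these data; inconclusive = fewer than 70 cells counted for the yeast strain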;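 also: median GFP channel fluorescence of the gated AGP1 strain per well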
VLA-4 inh: inhibition in a human VLA-4 binding assay | P13612 | VLA-4 expressing cells, ligand binding flow cytometry | inhibition, % (about 7 µM as worked out from the volumes in the protocol) | 330,000 compounds, 0.2% hits; in the data active = inhibition above about 50%
Yeast superoxide: yeast age-related superoxide inhibition as caloric restriction mimetic; 330,000 compounds, 0.18% hits; S. cerevisiae aged cells, superoxide DHE fluorescence; stronger effect = lower value; superoxide response (% of plate mean), % at 10 µM; AID 2690;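 active = superoxide response under a set limit, about three screen SD below normal, cut at about 65% in these data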;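 also: yeast aged for seven days with compound at 30 °C before DHE staining; 100% = average MFI of all compound-treated wells on the plate with controls excluded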
CIT2-GFP yeast: modulators of TOR pathway CIT2-GFP in S. cerevisiae; AID 2029; GFP response vs DMSO, % at 10 µM; 320,000 compounds, 0.065% hits; S. cerevisiae CIT2-GFP strain, flow cytometry, 3 h; 100 means same as DMSO wells;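 active = GFP response relative to DMSO above a set limit, near the screen mean plus 3 SD, cut at about 150% in these data; inconclusive = Fewer than 70 cells measured for a yeast strain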;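 also: ratio of well median GFP fluorescence to mean of DMSO wells on the plate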
GRK2 aptamer HTS: blocks RNA aptamer binding to human GRK2 | P25098 | bead flow cytometry, FAM-aptamer displacement from GRK2 | inhibition of aptamer binding, % at 10 µM | 330,000 compounds, 0.59% hits | AID 488847;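 active = inhibition of aptamer binding above 40%, roughly 3 SD of noise, on plates passing a quality check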;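 also: median bead fluorescence of bound FAM aptamer so fluorescent compounds give negative values; no value below 0 was filed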
Target sequence (P25098 whole entry, looked up): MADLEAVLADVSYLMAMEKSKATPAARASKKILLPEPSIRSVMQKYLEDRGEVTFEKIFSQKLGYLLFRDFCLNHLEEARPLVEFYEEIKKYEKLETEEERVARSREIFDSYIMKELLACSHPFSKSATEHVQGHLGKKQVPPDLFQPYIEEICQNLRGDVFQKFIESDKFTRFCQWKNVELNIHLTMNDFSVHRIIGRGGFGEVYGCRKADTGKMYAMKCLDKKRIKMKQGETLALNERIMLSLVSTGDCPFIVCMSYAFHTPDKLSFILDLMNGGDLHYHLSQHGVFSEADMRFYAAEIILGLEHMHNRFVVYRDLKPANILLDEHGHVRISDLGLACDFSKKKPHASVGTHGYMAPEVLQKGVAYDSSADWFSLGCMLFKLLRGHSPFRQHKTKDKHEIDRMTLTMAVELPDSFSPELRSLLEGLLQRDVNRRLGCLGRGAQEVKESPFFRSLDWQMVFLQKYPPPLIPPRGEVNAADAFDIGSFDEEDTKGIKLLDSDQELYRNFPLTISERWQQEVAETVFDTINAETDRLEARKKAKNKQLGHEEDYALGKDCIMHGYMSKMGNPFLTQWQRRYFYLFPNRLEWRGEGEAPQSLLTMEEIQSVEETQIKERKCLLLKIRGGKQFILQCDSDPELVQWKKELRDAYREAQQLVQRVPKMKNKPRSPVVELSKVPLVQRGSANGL
LAP4 TOR yeast: alters LAP4-GFP fluorescence in TOR pathway yeast screen; GFP response vs DMSO, % at 10 µM; 320,000 compounds, 0.34% hits; AID 2023; S. cerevisiae LAP4-GFP multiplex, flow cytometry GFP, 3 h; median GFP as percent of DMSO wells;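 active = GFP response vs DMSO above a set limit, about the screen mean plus 3 SD, cut at about 150% in these data; inconclusive = under 70 cell events counted for the yeast strain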
MEP2 TOR yeast: modulators of TOR pathway MEP2-GFP in S. cerevisiae; S. cerevisiae MEP2-GFP strain, flow cytometry GFP, 3 h; 100% = DMSO control level; GFP response vs DMSO, % at 10 µM; 330,000 compounds, 0.51% hits; AID 2016;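 active = GFP response versus DMSO above a set limit, roughly screen mean plus 3 SD, cut at about 180% in these data; inconclusive = fewer than 70 cells counted for a yeast strain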;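 also: median GFP fluorescence of the barcode-gated MEP2-GFP cells per well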
The depositor's hits bear a star; ? = inconclusive; nt = no result given; [ ] = remark or other dose.

SMILES | RPL19A TOR yeast | AGP1 TOR yeast | VLA-4 inh | Yeast superoxide | CIT2-GFP yeast | GRK2 aptamer HTS | LAP4 TOR yeast | MEP2 TOR yeast
COc1ccc(NC(=O)CC2C(=O)N(C)C(=S)N2CCc2ccccc2)cc1 (stereo unspecified) | 101.8 | 93.7 | 9.0 | 101.8 | 103.6 | 0.0 | 91.3 | 106.2
Cc1nn(-c2ccccc2)c(C)c1C=O | 94.2 | 101.7 | -1.1 | 106.9 | 93.2 | 0.0 | 111.1 | 96.1
NCC(c1ccccc1)c1c[nH]c2ccccc12 (stereo unspecified) | 99.0 | 100.4 | 15.9 | 98.0 | 110.0 | 0.0 | 101.2 | 111.4
Cc1ccc(NC(=O)c2cnccn2)cc1S(=O)(=O)N(C)C | 102.7 | 95.3 | 5.9 | 103.1 | 103.1 | 0.0 | 88.8 | 110.7
O=C(CCNC(=O)c1ccco1)Nc1ccccc1N1CCOCC1 | 100.7 | 98.9 | 19.1 | 95.0 | 88.3 | 2.0 | 108.5 | 92.5
CC(=O)Nc1ccc(C(=O)CCl)cc1 | 100.6 | 99.5 | 29.2 | 121.5 | 98.0 | 0.0 | 93.2 | 97.0
CCC(CO)Oc1cc(NC(=O)c2cccc(C)c2)c2ncn(C(C)C)c2c1 (stereo unspecified) | 99.0 | 98.9 | 1.7 | 108.8 | 88.5 | 7.0 | 100.2 | 92.0
CCn1c2ccc(C)cc2c2n[nH]c(=S)nc21 | 97.0 | 91.5 | -1.7 | 108.6 | 103.7 | 0.0 | 79.6 | 110.9
Cc1csc(=Nc2ccccc2)n1C | 100.2 | 102.2 | 3.8 | 117.1 | 113.8 | 5.0 | 100.8 | 98.8
CC(C)Oc1cccc(-c2cc(C(=O)N3CCN(S(C)(=O)=O)CC3)c3ccccc3n2)c1 | 98.6 | 99.9 | -3.1 | 104.8 | 96.0 | 0.0 | 104.2 | 99.3
Cc1ccc(S(=O)(=O)Nc2ccc(C(=O)N3CCOCC3)cc2)cc1 | 64.1[may fluoresce violet] | 25.9[may fluoresce violet] | 2.5 | 103.6 | ? | 0.0 | 91.3[may fluoresce violet] | 192.0*[may fluoresce violet]
O=C(N1CCOCC1)N1CCN(Cc2ccccc2)CC1 | 101.6 | 109.4 | -3.6 | 95.2 | 117.5 | 1.0 | 103.3 | 110.5
O=C(Cc1cccs1)NCCN1CCOCC1 | 104.7 | 88.9 | 14.0 | 104.3 | 86.7 | 9.0 | 105.5 | 106.9
COc1ccc(C(=O)NC2CCN(CC(=O)NCc3ccccc3F)CC2)cc1 | 101.7 | 101.6 | 2.9 | 100.6 | 100.1 | 0.0 | 95.7 | 101.6
Cc1sc(NC(=O)c2cc(-c3ccccc3)nc3ccccc23)c(C(N)=O)c1C | 102.0 | 88.1 | 14.6 | 93.5 | 94.7 | 0.0 | 85.5 | 95.5
O=C(NCc1cccc(Cl)c1)c1ccc(N2CC3CC(C2)c2cccc(=O)n2C3)c(NC(=O)c2cccnc2)c1 (stereo unspecified) | 101.8 | 100.3 | -5.6 | 104.2 | 103.7 | 0.0 | 104.5 | 100.3
Cc1ccc(-n2ncc3c(=O)n(-c4ccc(C)c(C)c4)c(-c4ccco4)nc32)cc1 | 98.1 | nt | 3.9 | 109.5 | 101.4 | 2.0 | 99.5 | 99.9
CC(=O)c1ccc(N2CCN(CC(O)COC(c3ccccc3)c3ccccc3)CC2)cc1 (stereo unspecified) | 99.7 | 96.8 | 9.9 | 100.5 | 97.8 | 0.0 | 92.9 | 108.5
COc1cccc(/C=C/C(=O)c2ccc3c(c2)OCCO3)c1OC | 107.5 | 111.5 | 10.9 | 83.7 | 99.7 | 0.0 | 92.4 | 102.6
Cc1ccc(S(=O)(=O)NCc2ccccc2)cc1C(=O)N(C)CC(=O)Nc1c(Cl)cccc1Cl | 94.7 | 100.5 | 0.0 | 87.0 | 96.6 | 0.0 | 95.0 | 82.9

Continued; the last 2 above are carried over.
SMILES | RPL19A TOR yeast | AGP1 TOR yeast | VLA-4 inh | Yeast superoxide | CIT2-GFP yeast | GRK2 aptamer HTS | LAP4 TOR yeast | MEP2 TOR yeast
COc1cccc(/C=C/C(=O)c2ccc3c(c2)OCCO3)c1OC | 107.5 | 111.5 | 10.9 | 83.7 | 99.7 | 0.0 | 92.4 | 102.6
Cc1ccc(S(=O)(=O)NCc2ccccc2)cc1C(=O)N(C)CC(=O)Nc1c(Cl)cccc1Cl | 94.7 | 100.5 | 0.0 | 87.0 | 96.6 | 0.0 | 95.0 | 82.9
COc1ccc(CCC(=O)OCc2csc(CC(=O)Nc3ccccc3C)n2)cc1 | 103.2 | 101.6 | 10.3 | 96.0 | 107.6 | 0.0 | 96.9 | 104.2
Cn1c(=O)c2c(nc(SCC(=O)c3cccs3)n2Cc2ccc(F)cc2)n(C)c1=O | 93.1 | 99.7 | 4.6 | 104.5 | 93.7 | 7.0 | 94.3 | 99.5
O=C(Nc1cccs1)Nc1c(F)c(F)c(F)c(F)c1F | 100.8 | 98.8 | -0.8 | 89.4 | 101.8 | 3.0 | 101.9 | 106.7
CCOC(=O)c1c(NC(=O)C2CCCCC2C(=O)O)sc2c1CCCCC2 (stereo unspecified) | 93.3 | 91.7 | 9.3 | 93.6 | 87.2 | 0.0 | 84.8 | 85.2
COC(=O)C(NNc1ccc(F)cc1)(NC(=O)c1ccccc1)C(F)(F)F (stereo unspecified) | 102.7 | 100.2 | -13.3 | 80.1 | 102.6 | 1.0 | 97.7 | 102.9
Cc1ccc(NS(=O)(=O)c2cccc(C(=O)N3CCCC(C)C3)c2)cc1 (stereo unspecified) | 85.8 | 84.0 | -8.1 | 104.5 | 86.3 | 4.0 | 85.2 | 85.1
O=C(C1CCC1)N1CCN(S(=O)(=O)c2ccc(Br)cc2Cl)CC1 | 95.2 | 100.6 | -13.0 | 98.2 | 91.2 | 1.0 | 104.8 | 96.3
CCOn1c(SC(C)C)nc2ccccc2c1=O | 97.9 | 99.7 | 7.1 | 102.3 | 98.0 | 0.0 | 91.7 | 97.0
COc1ncccc1C(=O)N1CCC(n2nccc2NC(=O)CC(C)C)CC1 | 113.6 | 102.3 | 7.8 | 83.8 | nt | 4.0 | 86.6 | 94.1
CCOCCn1ccc2c(OCC(=O)Nc3ccc(OC)cc3OC)cccc2c1=O | 91.6 | 98.5 | -6.5 | 85.5 | 98.3 | 0.0 | 102.7 | 91.1
N#Cc1cnn2c3c(cnc12)C(=O)N1CCc2ccccc2C1C3 (stereo unspecified) | 100.6 | 99.7 | 14.8 | 100.1 | 101.7 | 0.0 | 97.7 | 101.7
Clc1ccc2nc(CSc3ncn[nH]3)cn2c1 | 93.5 | 100.7 | 5.0 | 85.0 | 108.6 | 0.0 | 111.2 | 102.3
O=C(Nc1ccc(Cl)cc1)N1CCC(c2ccccc2)C1 (stereo unspecified) | 97.8 | 90.8 | -10.2 | 98.2 | 82.4 | 4.0 | 135.4 | 92.3
CCOc1ccc2c3c(c(=O)oc2c1OCC)CCCC3 | 101.2 | 106.0 | 5.5 | 104.1 | 103.9 | 2.0 | 114.3 | 100.3
CC(C)(C)Nc1nc(-c2ccccn2)nc2ccccc12 | 106.5 | 96.5 | 13.1 | 94.0 | 101.9 | 0.0 | 90.7 | 106.5
COc1ccccc1C(=O)Nn1cnnc1 | 106.3 | 94.4 | -9.2 | 99.7 | 111.5 | 2.0 | 78.3 | 109.8
N#CCN(C(=O)COC(=O)CCCNC(=O)c1ccc(Cl)cc1)c1ccccc1 | 105.3 | 101.8 | 8.1 | 91.5 | 89.7 | 2.0 | 104.3 | 98.6
COc1ccc([N+](=O)[O-])c2c(=O)ccoc12 | 92.2 | 95.4 | -5.9 | 96.3 | 89.5 | 3.0 | 106.3 | 98.4
CCn1cc([N+](=O)[O-])c(C(=O)Nc2ccc3c(c2)OCCO3)n1 | 96.9 | 96.9 | 32.8 | 107.3 | 96.7 | 0.0 | 95.1 | 101.2
COc1ccc(/C=N/N2C(C)CCCC2C)cc1O (stereo unspecified) | 104.6 | 98.7 | 12.3 | 89.0 | 98.5 | 0.0 | 86.2 | 95.4
CC(C)(C)C(=O)N1CCC(O)(CS(=O)(=O)Cc2ccccc2)CC1 | 103.6 | 102.8 | -1.5 | 88.3 | 107.2 | 1.0 | 99.4 | 111.7
COc1ccc(C(CC(=O)O)N2Cc3ccccc3C2=O)cc1OC (stereo unspecified) | 98.0 | 93.8 | 6.6 | 100.2 | 98.5 | 3.0 | 88.2 | 96.2
Cc1oc(C(=O)Nc2ccc(C(=O)O)cc2)cc1COc1ccccc1 | 95.7 | 86.7 | 12.0 | 91.3 | 85.2 | 2.0 | 121.3 | 97.3
CN(Cc1ccccc1)Cc1nc2c(c(=O)n(C)c(=O)n2C)n1Cc1ccc(F)cc1 | 104.0 | 109.9 | -4.6 | 107.1 | 112.4 | 0.0 | 100.3 | 101.1
O=C1COc2ccc(-c3csc(=Nc4ccc(OC(F)F)cc4)n3CC3CCCO3)cc2N1 (stereo unspecified) | 98.5 | 100.1 | 26.7 | 106.1 | 94.2 | 1.0 | 95.3 | 104.6
COc1ccc(OC)c(CCNC(=O)Cn2ccc3cc(S(=O)(=O)N4CCCC4)ccc32)c1 | 93.0 | 92.3 | 8.4 | 117.2 | 90.5 | 2.0 | 89.7 | 91.6
CCOc1ccccc1/C=N/Nc1ccccc1[N+](=O)[O-] | 103.5 | 110.8 | 11.1 | 113.5 | 108.1 | 2.0 | 112.6 | 102.8
COC(=O)c1ccc(Cn2cnc3c(cnn3-c3ccc(Cl)cc3)c2=O)o1 | 116.8 | 112.4 | -10.0 | 124.5 | 116.8 | 2.0 | 100.0 | 113.7
C=CCn1c(SCC(=O)Nc2cc(C)on2)nnc1-c1ccccc1OC | 96.9 | 104.4 | 11.1 | 101.8 | 103.3 | 5.0 | 106.7 | 104.6
O=c1cc(CO)oc(CN2CCC(Cc3ccccc3)CC2)c1O | 97.8 | 101.8 | 23.7 | 102.3 | 102.5 | 2.0 | 102.6 | 104.9
Cc1cc(OCc2cc(C(=O)N3CCN(C)C(=O)[C@@H]3C)no2)cc(C)c1Cl | 92.0 | 99.7 | 3.7 | 108.2 | 92.2 | 4.0 | 99.8 | 96.8
CCCCCC#CCN1CCN(C23CC4CC(CC(C4)C2)C3)CC1 | 93.7 | 91.4 | 7.1 | 92.1 | 91.6 | 0.0 | 99.1 | 96.3
O=C(Oc1ccc(Cl)cc1)c1ccc(N2CCOCC2)c([N+](=O)[O-])c1 | 100.9 | 91.9 | 17.6 | 115.0 | 100.3 | 0.0 | 107.7 | 105.7
CC(C)C(NC(=O)CSc1ccc(Cl)cc1)C(C)C | 99.0 | 106.4 | 3.0 | 104.0 | 95.8 | 2.0 | 105.4 | 110.4
COc1ccc(N2C(=O)CC(SCC(=O)O)C2=O)cc1 (stereo unspecified) | 101.0 | 104.0 | 6.5 | 89.0 | 102.7 | 0.0 | 101.1 | 105.0
O=C(Nc1cccc(C(=O)Nc2ccc(Br)cc2)c1)c1ccccc1 | 100.0 | 25.8 | 3.4 | 109.3 | 81.2 | 2.0 | 84.2 | 124.7
COc1ccc(C(=O)NCc2ccc3c(c2)OCO3)cc1S(=O)(=O)N(C)Cc1ccccc1 | 102.2 | 100.1 | 9.1 | 103.2 | 100.1 | 0.0 | 90.5 | 88.3
COc1ccccc1NCCC(=O)OCC(=O)Nc1cc([N+](=O)[O-])ccc1F | 103.9 | 103.3 | -8.0 | 110.8 | 109.0 | 1.0 | 105.5 | 100.8
